Screens deposited in PubChem BioAssay by Sanford-Burnham Center for Chemical Genomics.
H9c2 TAG inh: reduces triacylglycerol accumulation in H9c2 cells; Nile Red lipid (TAG) fluorescence; cells loaded with 200 µM oleic acid; inhibition, % at 12.5 µM; hit rate 0.66% among 230,000; AID 651582;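 active means pattern-corrected inhibition of lipid staining of at least 50% with the nuclear-stain viability signal not falling by more than 50%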;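 further: 0% = DMSO wells and 100% = triacsin C control wells; some results filed as inactive read as strong as hits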
H9c2 TAG inh DAPI viability: second read-out of H9c2 TAG inh, no call of its own (marks repeat the call); DAPI nuclei signal change (viability), lower = more cytotoxic, %;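 whole-well DAPI fluorescence read on a plate reader as a viability signal; minus 50 percent equals half of cells still viable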
* hit, by the source's call.

SMILES	H9c2 TAG inh	H9c2 TAG inh DAPI viability
Cc1ccc(S(=O)(=O)N2CCCC(C(=O)N3CCN(C)CC3)C2)cc1 (stereo not given)	12	-5
Cc1ccc(NC(=O)CNC(=O)C2CCCCC2)nc1	-12	7
Cn1c(NC(=O)c2ccc(Cl)cc2Cl)cc(=O)n(C)c1=O	1	-7
CCN(CC)c1ccc(N2C(=O)c3ccccc3C2=O)cc1	-10	-5
CC(=O)Nc1cc(-c2cccc(CO)c2)cn2c(-c3ccc(F)cc3)cnc12	0	3
Nc1c2c(nc3ccccc13)CSCC2	-10	7
O=C(CNC(=O)c1ccc(OC(F)F)cc1)Nc1cccc(S(=O)(=O)N2CCCC2)c1	-8	0
Nc1ccc(O)c(-c2nc3ccccc3s2)c1	16	-1
CC(=O)NC12CC3CC(C1)CC(C(=O)N1CCN(S(=O)(=O)c4cccs4)CC1)(C3)C2	4	-2
O=C(Nc1ccc(OC(F)(F)C(F)F)c(NC(=O)c2cccc(F)c2)c1)c1cccc(F)c1	9	4
CCNc1c2c(nc3ccccc13)CC(C)(C)CC2=O	4	4
CCOC(=O)c1c(NC(=O)CSc2ncn[nH]2)sc(C(C)=O)c1C	9	-1
COCCc1ccc(OC2(C)CCN(Cc3ccc(OC)c4ccccc34)C2)cc1 (stereo not given)	-11	23
O=C(Cn1c(=O)sc2ccccc21)NCCOc1ccccc1F	-4	12
CC(Sc1ccccc1)C(=O)Nc1ccc(N2CCOCC2)cc1 (stereo not given)	9	-2
O=c1c2ccccc2sc2ccccc12	3	7
Cc1ccc(CNC(=O)C(Cc2ccccc2)NS(=O)(=O)c2ccc3c(c2)CCC(=O)N3)cc1 (stereo not given)	-2	-2
COc1cccc(-c2nc(CS(=O)(=O)CC(=O)N3CCc4ccccc4C3)c(C)o2)c1	-2	5
Cc1ccc(OCCC(=O)OCC(=O)Nc2cc(S(=O)(=O)N(C)C)ccc2C)cc1	3	0
Cc1noc(C)c1COc1cccc(C(=O)N(C)Cc2nc3ccccc3c(=O)[nH]2)c1	9	6
COc1ccc(-n2nc3cc(C)c(N)c(Br)c3n2)cc1	-35	10
COc1ccc(CN2CCCC(C(=O)Nc3cccc(-n4cccn4)c3)C2)c(F)c1 (stereo not given)	-8	2
Cc1ccccc1-n1c(C)nc2ccccc21	-22	-1
Cc1cc(Br)ccc1NC(=O)CNC(=O)CSc1ncccn1	-2	-2
COCCCNC(=O)Cn1c(=O)n(Cc2ccccc2Cl)c(=O)c2cc(OC)c(OC)cc21	-5	5
CCCN(CC(=O)Nc1ccccc1OC)C(=O)CCC(=O)c1ccc(Cl)s1	-28	-11
O=C(c1cccc(Cl)c1)N1CCN(C2CCCCC2)CC1	9	-2
N#Cc1c(F)cccc1NCCCn1ccnc1	2	-2
O=C(NCc1ccco1)c1cnn2cccnc12	8	-2
COC(=O)[C@]1(Cc2ccccc2)N[C@H](c2ccc(-c3ccc(Cl)c(Cl)c3)cc2)[C@@H]2C(=O)N(C)C(=O)[C@@H]21	31	3

Pulled by compound from the entries so far (six):
SMILES	H9c2 TAG inh	H9c2 TAG inh DAPI viability
N#Cc1c(F)cccc1NCCCn1ccnc1	2	-2
O=C(c1cccc(Cl)c1)N1CCN(C2CCCCC2)CC1	9	-2
COC(=O)[C@]1(Cc2ccccc2)N[C@H](c2ccc(-c3ccc(Cl)c(Cl)c3)cc2)[C@@H]2C(=O)N(C)C(=O)[C@@H]21	31	3
COc1ccc(-n2nc3cc(C)c(N)c(Br)c3n2)cc1	-35	10
COc1ccc(CN2CCCC(C(=O)Nc3cccc(-n4cccn4)c3)C2)c(F)c1 (stereo not given)	-8	2
Cc1cc(Br)ccc1NC(=O)CNC(=O)CSc1ncccn1	-2	-2

Other compounds:
SMILES	H9c2 TAG inh	H9c2 TAG inh DAPI viability
Cc1cccc(C(=O)N[C@H](C(=O)Nc2nc3ccccc3[nH]2)C(C)C)c1	45	-17
COc1cc(CN2CCC(C(=O)NC3CCCC3)CC2)cc(OC)c1O	1	-2
O=C(/C=C/c1ccc(S(=O)(=O)N2CCOCC2)cc1)N1CCN(c2ccc(F)cc2)CC1	-5	-6
CCCCn1c(C)nc2cc(S(=O)(=O)N3CCOCC3)ccc21	-8	1
CCc1nnc(NC(=O)C(C)C)s1	-8	-3
O=C(O)CSc1nnc(NC(=O)c2ccc3c(c2)OCO3)s1	-11	17
CCOC(=O)CN=C(NS(=O)(=O)c1ccc(Cl)cc1)c1ccccc1	-4	-5
CC(=O)NC1=NC(=O)/C(=C/c2cc(C)n(-c3ccc(NC(C)=O)cc3)c2C)S1	0	3
COc1cc(C(=S)N2CCCCC2)ccc1OCC(=O)N1CCCC1	-3	-3
Cn1c(SCc2cccc([N+](=O)[O-])c2)nc2c(c1=O)SCC2	-2	-1

6 of these compounds, reformatted.
compound,H9c2 TAG inh,H9c2 TAG inh DAPI viability
CC(=O)NC1=NC(=O)/C(=C/c2cc(C)n(-c3ccc(NC(C)=O)cc3)c2C)S1,0,3
COc1cc(C(=S)N2CCCCC2)ccc1OCC(=O)N1CCCC1,-3,-3
CCc1nnc(NC(=O)C(C)C)s1,-8,-3
Cn1c(SCc2cccc([N+](=O)[O-])c2)nc2c(c1=O)SCC2,-2,-1
COc1cc(CN2CCC(C(=O)NC3CCCC3)CC2)cc(OC)c1O,1,-2
O=C(O)CSc1nnc(NC(=O)c2ccc3c(c2)OCO3)s1,-11,17

Going on with the list.
SMILES	H9c2 TAG inh	H9c2 TAG inh DAPI viability
COc1ccc(CC(N)c2csc(Nc3cc(Oc4ccccc4)ncn3)n2)cc1 (stereo not given)	37	-17
O=C(CSCc1nc2scc(-c3cccs3)c2c(=O)[nH]1)Nc1ccccn1	10	-3
C=CCN1C(=O)C(C)(C)Nc2ccccc21	0	6
Cc1ccc(-c2csc(C(O)c3ccc(F)cc3)n2)cc1C (stereo not given)	-25	5
Cc1ccc(C)c(NC(=O)CN(C)C(=O)COc2cccc3c2OC(C)(C)C3)c1	-2	0
CCCCN(C(=O)c1cccc(S(=O)(=O)N2CCOCC2)c1)c1c(N)n(CCC)c(=O)[nH]c1=O	3	-4
C/C(=N\NC(=O)c1csc2ccccc12)c1ccc(O)cc1	-16	16
CC(=O)N/C(=C/c1ccc2c(c1)OCO2)C(=O)N1CCOCC1	1	-6
O=S(=O)(NNC(=S)NCC1CCCO1)c1cc(Cl)ccc1Cl (stereo not given)	-1	0
O=S(=O)(c1ccccc1)N(c1ccccc1)S(=O)(=O)c1ccccc1	-10	-2
CCOC(=O)N1CCC2(CC1)C(C#N)=C(N)OC1=C2C(=O)CCC1	3	10
C[C@@]12CCC3[C@@](CCC4[C@@]3(C)CCC[C@@]4(C)C(=O)Nc3ccc(Cl)cc3)(CC1=O)C2 (stereo not given in full)	4	-6
CCOC(=O)C1CCN(C(=O)c2ccc(OCC(=O)Nc3cccc(C(F)(F)F)c3)cc2)CC1	-26	10
Cn1c(=O)c2c(nc(CN3CCN(Cc4ccccc4)CC3)n2Cc2cccc(Cl)c2)n(C)c1=O	-7	18
O=C1OC(N2CCN(c3ccccn3)CC2)c2ccccc21 (stereo not given)	3	-5
COc1ccc(CCNC(=O)c2ccc(CNS(=O)(=O)c3ccccc3)cc2)cc1OC	-4	5
CCN(CC)c1ccc(/C=C2\C(=O)c3ccc(C(=O)O)cc3C2=O)cc1	-5	3
Cc1cc(C)c(C#N)c(Nc2cccc(Br)c2)n1	6	-4
C[N+](C)(C)CCNC(=O)c1cc[n+](Cc2ccccc2)c(/C=N/O)c1	3	-1
C[C@H]1C=C(C(=O)NC2CC2)O[C@@H](OCc2ccc(CO)cc2)C1	7	2
C[N+]1(CC(=O)OC2CCCCCCCCCCC2)CCCC1	-8	11
COc1ccc(C2C3=C(CCCC3=O)Nc3nc(SCc4ccccc4)nn32)cc1OC (stereo not given)	25	-18
Cc1ccc(-c2nnn(CC(=O)Nc3ccc4nn(-c5ccccc5)nc4c3)n2)o1	4	21
Cc1cccc(NC(=O)C(C)Oc2ccccc2C)n1 (stereo not given)	6	-10
C[C@H](CO)N1C[C@H](C)[C@@H](CN(C)C(=O)NC2CCCCC2)Oc2ccc(NS(=O)(=O)c3cn(C)cn3)cc2C1=O	1	-1
O=C(NCc1ccccc1)c1csc2c1CCCC2	-1	0
CCn1c(=O)cc(N2CCC3(CC2)OCCO3)[nH]c1=O	-4	11
COc1ccc(C2C3=C(CC(C)(C)CC3=O)Oc3ncn(CCCn4ccnc4)c(=N)c32)cc1 (stereo not given)	17	3
C/C(=C(\C#N)C(=O)NCc1ccccc1)N(C)C	2	-9
O=[N+]([O-])c1cc(C(F)(F)F)ccc1SCC(O)CO (stereo not given)	21	-15

Part of the list above, with each value named:
C[N+]1(CC(=O)OC2CCCCCCCCCCC2)CCCC1
- H9c2 TAG inh: -8
- H9c2 TAG inh DAPI viability: 11
COc1ccc(C2C3=C(CCCC3=O)Nc3nc(SCc4ccccc4)nn32)cc1OC (stereo not given)
- H9c2 TAG inh: 25
- H9c2 TAG inh DAPI viability: -18
Cc1ccc(-c2nnn(CC(=O)Nc3ccc4nn(-c5ccccc5)nc4c3)n2)o1
- H9c2 TAG inh: 4
- H9c2 TAG inh DAPI viability: 21

(more compounds)
SMILES	H9c2 TAG inh	H9c2 TAG inh DAPI viability
N#CC1(c2ccccc2)CCCN1C(=O)c1ccco1 (stereo not given)	0	4
COc1ccc(C(CNC(=O)c2cccc(S(=O)(=O)N3CCc4ccccc43)c2)N(C)C)cc1 (stereo not given)	2	4
COc1ccc(OCC(=O)Nc2nc3cc4c(cc3s2)OCCO4)cc1	-7	2
CC(=O)c1cccc(NC(=O)C2COc3ccccc3O2)c1 (stereo not given)	-3	-4
CC(OC(=O)C1=COCCO1)C(=O)NC1(C#N)CCCCC1 (stereo not given)	-11	-5
N=C1C(c2nc3ccccc3[nH]2)=C(O)CN1c1ccccc1	6	2
CC(C)N=C(NS(=O)(=O)c1ccccc1)C(Cl)(Cl)Cl	52*	-29*
CCOc1ccc(S(N)(=O)=O)cc1-c1nc2c(C(C)(C)C)nn(C)c2c(=O)[nH]1	20	-10
Cn1c(N)c(C(=O)COC(=O)c2ccc3c(c2)OCCO3)c(=O)n(C)c1=O	-4	4
O=C(CN1CCN(c2ccc(O)cc2)CC1)Nc1ccccc1C(=O)NCCc1ccccc1	45	-17
COc1cccc(C(NC(C)=O)c2nc(-c3ccc(N(C)C)cc3)cs2)c1 (stereo not given)	-3	1
CC12CN(Cc3ccccc3)CC(C)(CN(Cc3ccccc3)C1)C2=O	25	14
CNS(=O)(=O)c1ccc(C(=O)NCC(=O)NCC2COc3ccccc3O2)cc1 (stereo not given)	5	-7
CCCCN1C(=O)CC(C(=O)O)C1c1ccc(OC)cc1 (stereo not given)	9	1
COc1cc(CNC(=O)c2cc(-c3cc(Cl)ccc3C)n[nH]2)cc(OC)c1	5	-6
CCCCCCCC(=O)N/N=C/c1ccncc1	8	-7
Cc1ccc(S(=O)(=O)N2CCN(C(=O)CN3C(=O)NC4(CCCC4)C3=O)CC2)c(C)c1	-36	0
COc1ccc2[nH]c(C)c(CCNC(=S)Nc3cccc(C)c3)c2c1	-5	3
O=C(C[C@H]1C/C=C\CC[C@@H](Cc2ccc(F)cc2)C(=O)O[C@H](c2ccccc2)CNC1=O)N[C@H](CO)Cc1ccccc1	13	-7
COc1ccccc1CNc1ncc(-c2ccccc2)n1C	-15	10
CCc1cccc(OC2OC(CO)C(O)C(O)C2NC(C)=O)c1 (stereo not given)	7	2
COc1cccc(OCC(O)CN2CC(C)CC(C)C2)c1 (stereo not given)	-9	13
CCN(CC(=O)Nc1c(F)cccc1F)C(=O)Cc1n[nH]c(=O)c2ccccc12	-1	-13
O=C(CSc1ccc(F)cc1)NC12CC3CC(CC(C3)C1)C2	-11	-2
CCC1CCCCN1C(=O)CCc1nnc(Cc2cc(OC)ccc2OC)o1 (stereo not given)	3	1
COc1cc(C(=O)NNC(=O)COc2cccc(F)c2)ccc1OCC(=O)N1CCOCC1	1	6
COCCNc1ncnc2c1ncn2[C@H]1CN(Cc2ccc(F)cc2)C[C@@H](CO)O1	-5	1
Cc1ccc(C(c2nnnn2CS(=O)(=O)c2ccc(C)cc2)N2CCC(C)CC2)cc1 (stereo not given)	5	24
COC(=O)c1sccc1S(=O)(=O)Nc1ccc(Cl)cc1	-16	11
S=C(Nc1cccc2ccccc12)NC1CCCCC1	-15	7
CCO[C@H]1OC(C(=O)N2CCOCC2)=C[C@@H](c2cn(C(C)=O)c3ccccc23)[C@@H]1CCCO	8	2
Cc1ccc(-c2csc(NCCn3c(C)nc4cc(C(F)(F)F)ccc43)n2)cc1	2	-4
COc1cc(Cl)ccc1OC1(C)CCN(Cc2ccc(SC)cc2)C1 (stereo not given)	-23	21
CC(C)c1ccccc1OCC(=O)NN1C(=O)c2ccccc2C1=O	0	9
Cc1nn(-c2ccccc2)c(C)c1C(=O)OCC(N)=O	-3	6
CCCCC(=O)Nc1nn(C)c2nc3c(C)cccc3cc12	9	16
O=C(Nc1ccc(C(=O)N2CCOCC2)cc1)C1CCC1	7	-1
Cc1cc(N/N=C/c2ccccc2)nc(N2CCOCC2)n1	8	-7
CCC(=O)N/N=C(\C)CC(=O)Nc1ccc(Cl)cc1	-8	-3
Cn1nnnc1SCc1csc(C2C(C#N)=C(N)OC3=C2C(=O)CCC3)c1 (stereo not given)	-2	-4

Complete entries, quoted from the list. Values in the order: H9c2 TAG inh, H9c2 TAG inh DAPI viability
Profile of CCO[C@H]1OC(C(=O)N2CCOCC2)=C[C@@H](c2cn(C(C)=O)c3ccccc23)[C@@H]1CCCO = 8, 2
Profile of Cn1nnnc1SCc1csc(C2C(C#N)=C(N)OC3=C2C(=O)CCC3)c1 (stereo not given) = -2, -4

Additional entries:
SMILES	H9c2 TAG inh	H9c2 TAG inh DAPI viability
CCN1C(=NCc2cccc(Cl)c2)N[C@@H](c2cccc(F)c2)C(C(=O)OC)=C1C	26	-8
O=c1c2c3c(sc2ncn1/N=C/c1ccncc1)CCCC3	1	2
CC1CCCC(C)N1C(=O)COC(=O)COc1ccccc1C#N (stereo not given)	-17	4
Cc1ccc(/C=N\Nc2nc3ccc(Cl)cc3[nH]2)o1	0	-5

An excerpt, so the mix of outcomes need not match the whole.
